# D1 antag: Antagonist of Human D 1 Dopamine Receptor: qHTS; 3.2% of 360,000 active; D(1A) dopamine receptor (Homo sapiens), P21728; HEK293 TREx D1 cells, calcium flux, dopamine EC80; active compounds read low; activity change, negative = inhibition, % at 10 µM; in the data active means activity change below about -30%; further: on the % scale 0 is the no-effect control and ±100 the full control effect
# Target sequence (P21728 whole entry, looked up): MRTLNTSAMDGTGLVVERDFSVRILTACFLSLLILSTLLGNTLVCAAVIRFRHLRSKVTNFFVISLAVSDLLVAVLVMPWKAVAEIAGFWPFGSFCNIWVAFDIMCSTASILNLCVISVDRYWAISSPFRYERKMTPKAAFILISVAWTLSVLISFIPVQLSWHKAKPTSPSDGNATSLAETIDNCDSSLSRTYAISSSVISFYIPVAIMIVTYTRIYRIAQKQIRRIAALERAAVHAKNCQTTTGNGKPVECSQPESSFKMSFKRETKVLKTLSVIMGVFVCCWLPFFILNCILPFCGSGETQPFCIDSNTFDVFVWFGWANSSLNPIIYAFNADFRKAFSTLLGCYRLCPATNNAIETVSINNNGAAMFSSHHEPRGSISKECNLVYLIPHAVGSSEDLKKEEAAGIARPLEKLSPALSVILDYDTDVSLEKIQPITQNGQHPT
#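 Antagonism measured as reduced calcium response to an EC80 dopamine addition following 180 s compound pre-read; cells were inducible HEK293 Trex D1 plated overnight at 30 C, read kinetically at 1 cycle/sec.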
# D2 antagonist: HTS Assay for Allosteric Antagonists of the Human D2 Dopamine Receptor: Primary Screen for Antagonists; D(2) dopamine receptor (Homo sapiens), P14416; HEK293 TREx D2 cells, calcium flux, dopamine EC80; inhibition, % at 10 µM; AID 485344, 2010; 2% of 340,000 active; in the data active means inhibition above about 30%; further: 0% is about no effect
# Target sequence (P14416 whole entry, looked up): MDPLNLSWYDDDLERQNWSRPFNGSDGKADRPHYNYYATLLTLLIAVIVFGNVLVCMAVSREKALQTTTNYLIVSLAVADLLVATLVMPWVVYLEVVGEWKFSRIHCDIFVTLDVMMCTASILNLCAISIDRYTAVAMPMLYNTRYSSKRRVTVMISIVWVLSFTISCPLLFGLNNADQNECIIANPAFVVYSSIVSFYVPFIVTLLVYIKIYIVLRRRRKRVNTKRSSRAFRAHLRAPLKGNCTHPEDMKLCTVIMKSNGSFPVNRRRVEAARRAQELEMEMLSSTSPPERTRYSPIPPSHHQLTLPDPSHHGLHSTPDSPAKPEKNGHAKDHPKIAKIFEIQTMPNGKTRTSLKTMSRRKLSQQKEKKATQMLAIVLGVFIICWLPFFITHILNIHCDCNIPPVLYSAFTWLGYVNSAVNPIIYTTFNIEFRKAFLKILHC
#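 Inhibition of EC80 dopamine-driven calcium flux, recorded kinetically, defines activity here; cells are a tetracycline-induced HEK293 T-REx line expressing force-coupled D2.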
# TRHR PAM: qHTS for Small Molecule Agonists and Allosteric Enhancers of Human TRH Receptor: Primary Screen for Enhancers | Thyrotropin-releasing hormone receptor (Homo sapiens), P34981 | TRHR cells, fluo-8 calcium fluorescence, EC20 TRH enhancement | enhancement, % at 2 µM | 0.66% of 360,000 active | AID 493056, 2011; in the data active means enhancement above about 30%; further: 0% is about no effect
#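 TRHR-expressing cells loaded with fluo-8 calcium dye were read kinetically (ex 480/em 530) during compound addition, then stimulated with an EC20 of TRH (10 nM final). Enhancement of the Gq-mediated intracellular calcium response was scored.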
# D2 potentiator: HTS Assay for Positive Allosteric Modulators of the Human D2 Dopamine Receptor: Primary Screen for Potentiators; D(2) dopamine receptor (Homo sapiens), P14416; HEK293 T-REx D2, calcium flux, EC20 dopamine potentiation; 0.34% of 340,000 active; potentiation, % at 10 µM; AID 485347, 2010;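 active means potentiation over 3 SD above the plate norm, cut at about 30% in these data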; further: 0% is about no effect
#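 Cells plated with tetracycline inducer and held overnight at 30 C; calcium dye loaded 30–90 min at room temperature; baseline taken, compound added and read 180 s; EC20 dopamine then added and read 180 s.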
# D1 agonist: Allosteric Agonists of the Human D1 Dopamine Receptor: qHTS. D(1A) dopamine receptor (Homo sapiens), P21728. HEK293 T-REx D1 cells, calcium flux, agonist mode. activation, % at 2 µM. 1% of 360,000 active. AID 504660, 2011; in the data active means activation above about 30%; further: 0% is about no effect
#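 Inducible HEK293 T-REx D1 cells, force-coupled to calcium signalling, were plated at 4000 cells/well with tetracycline and held overnight at 30 C. After no-wash calcium dye loading, compound-evoked calcium rise over 180 s flagged agonists.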
# RXFP1 antag: qHTS Assay for Antagonists of the Relaxin Receptor RXFP1; Relaxin receptor 1 (Homo sapiens), Q9HBX9; HEK293-RXFP1, relaxin-stimulated cAMP HTRF, 30 min; active compounds read low; activity change, negative = inhibition, % at 57.5 µM; 0.59% of 350,000 active; AID 1259400, 2018;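 active means activity change of -60% or lower, but not beyond a set lower limit; inconclusive means change between -60% and -40%, or beyond the set limit; inactive means change above -40%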; further: on the % scale 0 is the no-effect control and ±100 the full control effect
# D1 PAM: Potentiators of Human D1 Dopamine Receptor: qHTS | HEK293 TREx D1 cells, calcium flux, dopamine EC20 potentiation | D(1A) dopamine receptor (Homo sapiens), P21728 | 0.036% of 360,000 active | potentiation, % at 10 µM | AID 504651, 2011; in the data active means potentiation above about 30%; further: 0% is about no effect
# D2 agonist: HTS Assay for Allosteric Agonists of the Human D2 Dopamine Receptor: Primary Screen for Agonists; D(2) dopamine receptor (Homo sapiens), P14416; HEK293 T-REx D2 cells, calcium flux agonist mode; activation, % at 2 µM; 0.53% of 340,000 active;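 active means activation over 3 SD above normal in the single-dose calcium agonist read, cut at about 30% in these data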; further: 0% is about no effect
#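 In this primary screen, compounds producing a positive calcium signal within 180 s of addition to tetracycline-induced, force-coupled HEK293 Trex D2 cells are flagged; cells are dye-loaded with a no-wash calcium kit beforehand.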
# RXFP1 ag: qHTS Assay for Agonists of the Relaxin Receptor RXFP1 | Relaxin receptor 1 (Homo sapiens), Q9HBX9 | Potency, µM (titrated, usually from 57.5 µM), inactives show at the highest dose activation, actives largely listed as activators | HEK293T-RXFP1 cAMP TR-FRET, 30 min; response scale: percent of porcine relaxin response, buffer zero | 0.3% of 370,000 active; active means well fitted activation curve with a large enough effect; inconclusive means small, poorly fitted or top-dose-only effect; further: potency means the concentration at half of the fitted maximal effect; on the % scale 0 is the no-effect control and ±100 the full control effect; nearly all actives have a fitted effect of over 60% in size; many of its hits are not listed in these tables
#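 HEK293 cells stably expressing RXFP1, treated 30 min at 37C with compounds plus PDE4 inhibitor Ro 20174; cAMP measured by HTRF TR-FRET. Normalized to buffer and 29 nM porcine relaxin; EC50 by Hill fit.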
# * marks the source's active call; other numbers are inactive results; ? = inconclusive; · = not tested or not shown; & = joins results of further samples.
smiles	D1 antag	D2 antagonist	TRHR PAM	D2 potentiator	D1 agonist	RXFP1 antag	D1 PAM	D2 agonist	RXFP1 ag
COc1cc(NC(=O)C2CCC(CNc3c(N4CCC(C)CC4)c(=O)c3=O)CC2)cc(OC)c1 (stereo not given)	-4	16	3	30*	1	-13	·	-0.1	1.2%
Cc1cnc(NC(=O)CC(C)c2ccccc2)s1 (stereo not given)	5	11	-1	-4	2	-1	0	0.2	8.5%
COc1ccccc1CCc1nnc(CCC(=O)NCC(C)Oc2cccnc2)o1 (stereo not given)	3	13	-3	-8	0	-5	1	1.0	0.7%
Cc1ccc(C)c(N2CCN(C(=O)CCn3c(=O)c4cccn4c4cccnc43)CC2)c1	9	·	9	-5	1	1	0	0.0	3.0%
O=C(CCNC(=O)c1ccc(Br)cc1)NCCCc1ccccc1	-8	34*	2	33*	1	7	-9	-0.3	-1.3%
CCC(C)[C@@H](CN)NCC1(c2ccccc2)CC1 (stereo not given in full)	·	5	1	9	0	·	-2	-0.5	1.4%
COc1ccccc1C1=NNC(=NCc2ccccc2)SC1	-20	-8	20	-7	1	-7	-4	-1.7	3.3%
COc1ccc(OCCC(=O)Nc2nccs2)cc1	-2	-6	-3	-4	6	0	3	2.3	1.1%
CC(=O)N/C(=N/c1nc(C)cc(C)n1)Nc1cccc(C)c1C	5	4	-1	8	1	-2	-8	-0.3	1.0%
CCC(Oc1ccccc1F)C(=O)NCCN1CCOCC1 (stereo not given)	2	11	-7	-9	2	-16	2	-0.4	-1.4%
Cc1ccc(NC(=O)CCC(=O)N/N=C/c2ccccc2O)cc1	2	-11	0	0	-1	-1	-3	0.5	-0.4%
COc1ccc(C(=O)NCc2ccc3c(c2)CCO3)cc1	-15	14	-2	-7	3	-1	-2	11	-1.2%

# Gathered by group: those above containing a halogen (two)
smiles	D1 antag	D2 antagonist	TRHR PAM	D2 potentiator	D1 agonist	RXFP1 antag	D1 PAM	D2 agonist	RXFP1 ag
O=C(CCNC(=O)c1ccc(Br)cc1)NCCCc1ccccc1	-8	34*	2	33*	1	7	-9	-0.3	-1.3%
CCC(Oc1ccccc1F)C(=O)NCCN1CCOCC1 (stereo not given)	2	11	-7	-9	2	-16	2	-0.4	-1.4%

# The list continues.
smiles	D1 antag	D2 antagonist	TRHR PAM	D2 potentiator	D1 agonist	RXFP1 antag	D1 PAM	D2 agonist	RXFP1 ag
Cc1nn(C)c(Cl)c1C(=O)NCC(=O)O	-14	5	-7	9	2	-7	-7	1.1	0.0%
O=C(NC(N1CCOCC1)C(Cl)(Cl)Cl)c1ccc(Br)cc1 (stereo not given)	5	2	5	4	-1	8	2	0.0	-0.5%
COCCn1c(-c2ccc(Cl)cc2)cnc1SCC(=O)NCc1cccs1	-18	-4	-6	0	4	-1	-3	-1.4	1.5%
Cc1ccc(N)cc1CN1CCCC1=O	-6	7	-2	-5	5	0	3	0.5	-0.5%
O=C(c1c(Cl)cccc1Cl)N1CCN(c2ncccn2)CC1	-5	8	3	18	1	4	2	-1.4	2.6%
Nc1nnc(SCC(=O)NNC(=O)c2ccc(F)cc2)s1	1	-39	5	-7	2	9	-10	-0.1	2.1%
CC(C)Oc1ccc(C(=O)Nc2nnc(SCC(=O)N3CCOCC3)s2)cc1	0	0	6	13	2	5	-2	1.0	0.1%
Cc1[nH]c(=O)c(C#N)cc1-c1csc(-c2ccccc2)n1	-4	39*	0	-4	2	4	2	0.8	30%
COc1ccc(Cl)cc1NC(=O)Nc1c[nH]c(=O)[nH]c1=O	6	·	-1	8	3	-12	4	0.8	-1.2%
CCn1c(=O)cc(SCC(=O)N2CCCCC2)c2ccccc21	12	18	0	2	-1	63	-2	0.6	7.8%
CCCN(CCC)CCCNC(=O)C1CCC(CNS(=O)(=O)c2cccc3nsnc23)CC1 (stereo not given)	11&-15	·	6&4	·	1&4	4&-2	2&-4	4.4	4.0%&-1.5%
COc1ccc(C(=O)Nc2ccccc2C(=O)Nc2cccc(C)n2)cc1	-7	6	-3	-4	6	-5	-4	0.1	?
CCC(NC(=O)c1cc(COc2cncc(Cl)c2)on1)c1ccncc1 (stereo not given)	7	10	1	1	11	-4	-1	-0.1	2.7%
COc1ccc(N(CC(=O)NCc2ccc3c(c2)OCO3)C(=O)c2csnn2)cc1	-2	-3	6	23	1	3	-5	-0.6	-0.6%
Nc1nonc1C(=O)NCCNCc1ccccc1F	-3	·	0	-8	-2	·	-2	0.4	6.0%
O=C(Nc1ccccc1F)c1ccc(Cn2cc(Cl)cn2)cc1	6	24	-5	12	13	-5	1	0.6	2.8%
CC1(C)CC(C(CC(=O)N2CCCC2)Cc2ccccc2)CCO1 (stereo not given)	-19	-22	-8	14	-1	1	-1	-0.7	1.5%
CCOc1nc(CC(C)C)c2c(c1C#N)CC(C)(C)OC2	5	10	-4	-1	2	-24	9	-2.2	1.9%
CN(C(=O)CSc1nc2cc([N+](=O)[O-])ccc2n1-c1ccc(F)cc1)C1CCS(=O)(=O)C1 (stereo not given)	3	10	2	-9	4	17	-4	2.2	-1.5%
NC(=S)n1[nH]c(-c2ccccc2)c(N=Nc2ccccc2C(=O)N2CCOCC2)c1=O	13	-15	12	-1	1	-5	-3	-5.2	-0.2%
COc1ccc(S(=O)(=O)NCC2CCCO2)cc1NC(=O)c1ccccc1F (stereo not given)	-12	36*	-6	-3	1	-15	-10	0.2	0.4%
Cc1ccc(NC(=O)C(c2ccccc2)N2CCN(CC(=O)NC3CC3)CC2)cc1 (stereo not given)	32	·	-3	·	4	1	-9	·	1.7%
O=C(O)c1ccc(-c2nnc(-c3ccccc3)o2)cc1	0	-11	8	3	4	3	8	0.3	0.9%
CCc1ccccc1NC(=O)C(=O)c1cc(C)n(-c2ccccc2F)c1C	-8	·	1	-3	2	?	-2	-1.6	-0.8%
Cc1ccc2nc(SC(C)C(=O)N3CCCCC3)[nH]c2c1 (stereo not given)	13	-5	-5	-7	-5	-5	1	0.2	0.9%
CCN(C(=O)CSc1nnc2ccccn12)C1CCS(=O)(=O)C1 (stereo not given)	·	4	4	1	0	9	2	0.4	7.6%
Cc1cc(NC(=O)CCCOc2ccc(Cl)cc2Cl)no1	-1	3	6	·	0	-7	-4	1.0	-0.6%
O=C(Nc1ccc(S(=O)(=O)N2CCOCC2)cc1)c1ccccc1Br	-1	-15	-6	-5	3	6	-6	0.7	1.0%
COC(=O)c1nc2n(n1)C(c1cc(OC)ccc1OC)C(C(=O)Nc1ccc(C)cc1C)=C(C)N2 (stereo not given)	10	·	-2	-8	0	·	1	-0.3	0.1%
O=C(O)c1cccc(-c2ccc(/C=N/Nc3ccc([N+](=O)[O-])cc3)o2)c1	4	3	14	-2	103*	14	3	36*	9.3%
Cc1ccc(-c2nnc(SCC(N)=O)nc2-c2ccc(C)cc2)cc1	3	-8	9	1	1	-7	15	-1.9	-0.1%
Cc1cccc(CCNS(=O)(=O)c2ccc3c(c2)oc(=O)n3C)c1	6	4	-4	-6	7	-10	-2	-0.1	2.1%
COCc1ccc(C(=O)N2CCCC(C(=O)c3ccc(Cl)cc3C)C2)o1 (stereo not given)	-5	8	1	0	8	-5	-1	0.9	-1.9%
CC(C)C(C(=O)NC1CCCC1)N(CC1CCCO1)C(=O)CNS(=O)(=O)c1ccccc1 (stereo not given)	-10	9	0	4	5	20	·	0.7	0.8%
Cc1ccc(Nc2nc(C)c3c(n2)CC(C)CC3=O)c(C)c1 (stereo not given)	7	-31	-2	9	0	-3	11	-0.6	0.4%
CCOc1ccc(C(=O)Nc2nnc(C3=COCCO3)o2)cc1	9	2	-5	3	3	-12	-5	-0.6	-1.2%
COc1ccc2cc(S(=O)(=O)N3CCCCCC3)ccc2c1	-2	17	4	-4	7	-29	3	0.3	1.5%
COc1cc(/C=N/NC(=O)c2ccc(O)cc2)ccc1OCC(=O)N1CC(C)OC(C)C1 (stereo not given)	-2	-6	-3	14	6	8	-3	-0.8	-0.4%
COc1cc(/C=C2\C(=O)N(c3ccccc3)N=C2C)ccc1Oc1ccc([N+](=O)[O-])cc1[N+](=O)[O-]	6	7	8	9	-1	-16	-5	-0.7	6.8%
COc1cccc(NC(=O)c2ccccc2NS(C)(=O)=O)c1	24	-4	-2	-16	-1	8	-7	-0.2	-0.3%
O=S(=O)(c1ccc(NC(=S)NN=C(C2CC2)C2CC2)cc1)N1CCOCC1	3	6	12	4	2	-3	3	1.7	-4.4%
COc1ccc(C2=NN(CC(=O)NCC(OC)OC)C(=O)CC2)cc1	-1	-1	-12	-3	0	20	-2	0.4	0.0%
Cc1ccc(NC(=O)CSCC(=O)NC2(C)CCS(=O)(=O)C2)cc1 (stereo not given)	-40*	25	5	-5	4	4	·	0.2	1.0%
CN(C)CCCN(C(=O)COc1ccc(Cl)cc1)c1nc2c(F)cccc2s1	7	-2	-14	-7	2	18	-1	0.1	-0.3%
CCOC(=O)c1ccccc1NC(=O)COc1ccccc1	14	12	-6	3	5	3	-2	-0.9	0.6%
COc1ccc(-c2nc(CN3CCC(C(=O)NCc4ccccc4)CC3)c(C)o2)cc1OC	-2	·	4	-4	-2	·	-4	-0.8	-0.7%
COc1ccc(CCNC(=O)c2ccc(Cl)cc2Cl)cc1	·	-13	10	-6	1	-5	-3	1.0	2.5%
CC(C)CN1CCNC(=O)C1CC(=O)N(C)CC1CCOCC1 (stereo not given)	1	-10	14	-11	0	-6	0	-0.1	-2.0%
Cc1onc(-c2c(Cl)cccc2Cl)c1NC(=O)NNc1c(Cl)cncc1Cl	6	-8	0	-2	0	0	3	0.3	1.9%

# Screening data: PubChem, National Center for Advancing Translational Sciences (NCATS)

# These rows are one share of the data; the hit share may differ from the screen's.
